EPAC1 agonist: EPAC1 (human) agonism; EPAC1 agonist qHTS, biochemical assay; response scale: 100% = response to 6.5 mM cAMP; Potency, µM (highest dose often 154 µM), for inactives: at the highest dose activation, hits mostly activators; hit rate 0.073% among 360,000; also: potency is read from the fitted curve at half-maximal effect; nearly all actives have a fitted effect of over 60% in size
Target sequence (O95398 whole entry, looked up): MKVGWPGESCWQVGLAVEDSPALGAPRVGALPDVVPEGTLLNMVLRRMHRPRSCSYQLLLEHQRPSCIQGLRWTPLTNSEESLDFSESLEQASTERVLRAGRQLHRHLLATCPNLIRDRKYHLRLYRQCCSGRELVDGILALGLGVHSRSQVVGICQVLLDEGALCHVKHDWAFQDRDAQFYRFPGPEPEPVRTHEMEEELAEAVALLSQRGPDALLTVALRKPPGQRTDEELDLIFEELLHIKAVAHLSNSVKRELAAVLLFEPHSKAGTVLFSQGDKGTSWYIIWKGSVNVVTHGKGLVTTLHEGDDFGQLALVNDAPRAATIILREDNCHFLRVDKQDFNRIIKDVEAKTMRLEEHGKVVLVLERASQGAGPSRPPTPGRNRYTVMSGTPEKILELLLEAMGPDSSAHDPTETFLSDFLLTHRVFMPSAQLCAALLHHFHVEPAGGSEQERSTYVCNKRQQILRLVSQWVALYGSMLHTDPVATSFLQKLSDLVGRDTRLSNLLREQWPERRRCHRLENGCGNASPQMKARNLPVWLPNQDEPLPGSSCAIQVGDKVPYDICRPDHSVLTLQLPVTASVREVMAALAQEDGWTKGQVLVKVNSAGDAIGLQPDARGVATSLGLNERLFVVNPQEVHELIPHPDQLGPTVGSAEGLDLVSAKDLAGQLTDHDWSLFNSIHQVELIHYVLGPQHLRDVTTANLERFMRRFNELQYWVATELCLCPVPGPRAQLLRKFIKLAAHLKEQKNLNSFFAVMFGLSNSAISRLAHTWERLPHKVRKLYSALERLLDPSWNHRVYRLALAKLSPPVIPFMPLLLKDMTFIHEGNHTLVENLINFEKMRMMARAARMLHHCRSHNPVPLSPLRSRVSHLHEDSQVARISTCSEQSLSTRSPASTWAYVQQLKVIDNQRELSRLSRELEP
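Nucleotide exchange assay: 100 nM EPAC1 with 250 nM Rap1B loaded with BODIPY-GDP and 50 uM GDP, room temperature. Fluorescence (480/540 nm) read every 5 min for 30 min; signal change normalized to 6.5 mM cAMP as full agonist.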
PLK1 PBD block: PLK1 (human) polo-box domain binding inhibition | hit rate 2.8% among 360,000 | Plk1 PBD binding of FITC phosphopeptide, fluorescence polarization | Potency, µM, for the others: max response, negative = inhibition, hits mostly inhibitors | P53350; also: potency is read from the fitted curve at half-maximal effect; series mostly up to about 57 µM; % is scaled to controls: 0 for no effect and ±100 for the full control effect; nearly all actives have a fitted effect of over 65% in size
PI5P4K alpha inh: PI5P4K alpha (human) kinase inhibition; PI5P4Kalpha enzyme, ADP-Glo luminescence, 60 min; hits give low values; P48426; AID 652105; hit rate 1.2% among 330,000; max response, %; active = max response of -50% or lower; inconclusive = between -30% and -50%; inactive = -30% or higher; also: value at the top dose of about 77 µM; % is scaled to controls: 0 for no effect and ±100 for the full control effect
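qHTS, 1536-well: enzyme/substrate mix, compound by pin tool, 5 microM ATP final; RT 60 min; ADP-Glo reagents 1 (45 min) then 2 (30 min); luminescence.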
IL2 activator: activates IL-2 in a cell-based reporter assay; AID 652025; hit rate 0.065% among 360,000; IL-2 activation reporter assay, cell-based qHTS; stimulated with anti-CD3/CD4/CD28 beads; in transgenic mouse T cells; activation, % (series mostly up to about 46 µM); in the data active = activation above about 50%; inconclusive = mostly about 30% to 49%; also: 0% is about no effect
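Unstimulated transgenic mouse T cells; 60-min compound exposure; bead-based TCR/CD4/CD28 stimulation; 18 h culture, 37 degrees C; dual fluorescence (EGFP, DsRed) plate cytometry.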
EPAC1 antag: blocks human EPAC1 exchange factor | AID 720709 | O95398 | Potency, µM (series often up to 115 µM), inactives show at the top dose activity change, negative = inhibition, actives largely listed as inhibitors | EPAC1 GEF assay, Rap1b-BODIPY-GDP exchange fluorescence | hit rate 0.14% among 360,000;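 also: potency is read from the fitted curve at half-maximal effect; plate controls were vehicle for no effect and positive control for full effect; nearly all actives have a fitted effect of over 50% in size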
WRN helicase inh: blocks human WRN helicase; Potency, µM (series often up to 114 µM), without a hit: top-dose activity change, negative = inhibition, hits mostly inhibitors; AID 651768; hit rate 0.46% among 360,000; WRN helicase unwinding, fluorescent forked duplex, kinetic; also: potency is read from the fitted curve at half-maximal effect; % is scaled to controls: 0 for no effect and ±100 for the full control effect; nearly all actives have a fitted effect of over 55% in size
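Primary qHTS, 1536-well format. 20 nM WRN + compound, 15 min RT; start with 100 nM forked fluorophore/quencher duplex, 2 mM ATP (final); kinetic read ex 525/em 598 nm.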
CCT chaperon mod: changes cytosolic chaperonin activity; purified chaperonin ATPase assay, HTRF ADP detection, 30 min; hit rate 0.3% among 360,000; activity change, % (no concentration beside the values), hits read low; AID 651819; in the data active = activity change below about -30%; also: % is scaled to controls: 0 for no effect and ±100 for the full control effect
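Nucleotide hydrolysis assay: TRiC at 20–40 nM final (set by batch activity) with 10 uM ATP, 30 min at 37 °C, in presence of 76 uM compound. Detection by competitive ADP HTRF, 30 min ambient.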
EPAC2 ag: EPAC2 (human) agonism. hit rate 0.079% among 360,000. Potency, µM (top dose mostly 154 µM), for inactives: top-dose activation, most hits filed as activators. EPAC2 activation, biochemical qHTS; response scale: 100% = 6.5 mM cAMP response. AID 720711; also: potency is read from the fitted curve at half-maximal effect; nearly all actives have a fitted effect of over 50% in size
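In this primary screen, activation is scored as increased exchange of BODIPY-GDP from Rap1B by 100 nM EPAC2, with 50 uM GDP as competitor. Signal is normalized to the 6.5 mM cAMP agonist control.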
* hit, by the source's call; ? = inconclusive; / = no result given; [ ] = dose if it differs, or a comment. Unless noted, calls follow the shape of the dose curve; as a rule, active = well fitted curve in the direction sought with a large enough effect; inconclusive = small, poorly fitted or top-dose-only effect, or another doubt; inactive = no such curve, though single readings can be large; an effect the other way counts as inactive or inconclusive. A portion of the library; rates above refer to the full screens.

SMILES	EPAC1 agonist	PLK1 PBD block	PI5P4K alpha inh	IL2 activator	EPAC1 antag	WRN helicase inh	CCT chaperon mod	EPAC2 ag
Cc1ccc(Cl)cc1NC(=O)COC(=O)c1ccc(CN2CCCC2=O)cc1	-9%	1%	5	0.2	25%	5%	1.7	2%
Cc1ccc2c(c1)N(CC(=O)N1CCCC1)C(=O)c1cccnc1O2	17%	-10%	2	-3.2	-7%	-4%	-4.1	6%
CCOC(=O)n1c(O)c(N=NC(N)=S)c2cc(C)ccc21	1%	-16%	3	-1.5	0%	5%	-0.1	3%
COc1ccc(C2c3[nH]c4ccccc4c3C[C@H]3C(=O)N(c4ccccc4C(=O)N4CCC[C@H]4C(=O)O)C(=O)N23)cc1 (stereo not given in full)	-28%	-8%	-3	-0.5	0%	-3%	0.0	-1%
COC(=O)c1cn(C(=O)c2ccc(F)cc2)c2ccccc12	15%	3%	5	0.4	11%	-5%	1.0	11%
O=C(Nc1cccc(-c2nn[nH]n2)c1)c1ccc(Cl)s1	-6%	-10%	-10	-1.8	16%	-9%	0.6	7%
CCCCc1cc(=O)oc2cc(O)ccc12	7%	-5%	2	5.7	9%	6%	-13	11%
Cc1cccc2nc(CNC(=O)CC3C(=O)NCCN3Cc3cccc(F)c3)cn12 (stereo not given)	4%	0%	7	-0.5	-8%	-3%	-43*	3%
O=C(CN1CCN(c2ccccn2)CC1)N1CCc2ccccc21	8%	-24%	1	-2.6	11%	3%	-5.7	10%
O=C(Nc1ccc(-c2nc3ccccc3o2)cc1)c1cc(-n2cnnc2)ccc1Cl	11%	-6%	-5	-2.4	-16%	-4%	0.5	-2%
COc1ccc(N2CCN(C(=O)c3ccc(C)cc3)CC2)c([N+](=O)[O-])c1	12%	0%	1	-4.3	-14%	-27%	-2.8	19%
O=C(CC1(C(=O)O)CCCC1)N1CCOCC1	-4%	-7%	-1	0.3	-1%	6%	0.6	7%
O=C(CN(Cc1ccccc1)C(=O)c1csnn1)NCc1ccc2c(c1)OCO2	1%	-3%	4	1.3	2%	-5%	-1.7	-4%
Cc1cc(-c2ccc(C)c(S(=O)(=O)Nc3cccc(CN4CCCC4)c3)c2)on1	13%	-3%	0	-0.3	2%	0%	0.6	12%
COc1ccc(/C=N/N=C2/NC(=O)C(CC(=O)O)S2)cc1OS(=O)(=O)c1ccccc1 (stereo not given)	-7%	-8%	?	0.3	3%	-5%	-2.1	9%
CCC(O)(CC)C(=O)N(Nc1ccc(C)cc1)c1ccc(C)cc1	2%	-6%	-3	-0.3	-11%	5%	-2.3	12%
COc1ccc(/C=N/NC(=O)C[n+]2ccccc2)c(OC)c1OC	8%	-11%	11	-0.9	7%	0%	-2.4	4%
COc1cc(S(=O)(=O)NC2CCCC2)ccc1-n1cnnn1	6%	-13%	0	-0.5	?	8%	0.0	11%
O=C1c2ccccc2NC(c2ccc(F)cc2)N1Cc1ccco1 (stereo not given)	-4%	-15%	1	-0.2	-23%	-7%	-5.4	8%
Cc1ncc(CO)c2c1Oc1nc(-c3ccccc3)nc(SCC(=O)N3CCCCC3)c1C2	-8%	-30%	-8	-2.3	?	0%	-6.3	-3%
Oc1c(C=C2N=c3ccccc3=N2)sc(=S)n1C1CCCC1	-5%	0%	-5	-0.2	-10%	2%	0.6	-2%
CSCCC(NC(=O)c1cccc(C)c1)C(=O)Nc1sccc1C(N)=O (stereo not given)	3%	-10%	-12	0.6	-3%	3%	-2.6	10%
N/C(=N\OC(=O)COc1ccc(Br)cc1)c1ccncc1	-18%	3%	3	-0.5	-11%	1%	-0.5	-6%
Cc1ccc(C)c(Nc2nc3ccccc3n3cnnc23)c1	13%	-6%	4	2.4	1%	0%	-0.7	-2%
Cn1c(SCC(=O)C(C)(C)C)nnc1-c1ccncc1	3%	-8%	/	-1.1	2%	15%	1.8	3%

Two entries from above, as labelled records.
Cc1cc(-c2ccc(C)c(S(=O)(=O)Nc3cccc(CN4CCCC4)c3)c2)on1
  EPAC1 agonist = 13%
  PLK1 PBD block = -3%
  PI5P4K alpha inh = 0
  IL2 activator = -0.3
  EPAC1 antag = 2%
  WRN helicase inh = 0%
  CCT chaperon mod = 0.6
  EPAC2 ag = 12%
COc1cc(S(=O)(=O)NC2CCCC2)ccc1-n1cnnn1
  EPAC1 agonist = 6%
  PLK1 PBD block = -13%
  PI5P4K alpha inh = 0
  IL2 activator = -0.5
  EPAC1 antag = ?
  WRN helicase inh = 8%
  CCT chaperon mod = 0.0
  EPAC2 ag = 11%

Further records follow:
SMILES	EPAC1 agonist	PLK1 PBD block	PI5P4K alpha inh	IL2 activator	EPAC1 antag	WRN helicase inh	CCT chaperon mod	EPAC2 ag
O=C(CN1C(=O)CCC1=O)NNc1ccc2ccccc2c1	-2%	-21%	-13	0.0	-23%	-4%	1.3	-2%
COc1cc(OC)cc(C(=O)NNC(=O)CNC(=O)c2cccs2)c1	15%	1%	6	1.5	3%	-3%	-0.7	3%
CC(=O)Nc1ccc(N=Cc2c(O)c3ccccc3oc2=O)cc1	8%	-14%	4	-4.2	11%	2%	-1.2	11%
CCOC(=O)C1=C(C)NC(=O)NC1c1cccc(OC)c1OCc1ccccc1Cl (stereo not given)	5%	-8%	/	-2.2	-8%	5%	-0.8	-14%
O=C(CSc1nnc(CNc2ccc(F)cc2)o1)N1c2ccccc2Sc2ccccc21	22%	-6%	/	0.5	22%	-13%	0.6	6%
O=C(c1ccccc1)N1CCSC1=S	-6%	-20%	/	-2.4	-3%	-10%	1.2	3%
CC(=O)N(C)c1nc(-c2ccc(Cl)cc2)cs1	3%	?	/	2.0	-4%	-11%	4.4	-12%
NNC(=O)CNc1ccccc1Cl	2%	-5%	3	2.3	1%	0%	0.7	6%
COc1ccccc1NC(=O)/C(=C\c1cccnc1)NC(=O)c1ccc(C)cc1	-9%	3%	0	-1.1	-11%	8%	1.1	14%
Cc1c(N=Cc2cc3c(cc2[N+](=O)[O-])OCO3)cccc1[N+](=O)[O-]	3%	?	-24	0.0	-17%	1%[11.6 µM]	-1.2	12%
CCC1=C(OC(=O)N(CC)CC)N2C(=O)OC(=NCC(=O)OC)[C@]2(C)[C@H]2C1=CC[C@H]1C(=O)N(C)C(=O)[C@H]12	-1%	-2%	3	0.3	-13%	10%	-16	2%
COC(=O)Cn1c(=NC(=O)c2cc(OC)cc(OC)c2)sc2cc(OC)ccc21	6%	-1%	13	-2.4	-2%	-16%[57.1 µM]	0.5	4%
Cc1nnc(NC(=O)C2CC(=O)N(c3ccc4c(c3)OCCO4)C2)s1 (stereo not given)	8%	-11%	-1	0.6	6%	-2%	-1.9	9%
CS(=O)(=O)c1cnc(-c2ccccc2)nc1-c1ccccc1Cl	-1%	-4%	8	1.7	-1%	-2%	-3.6	-2%
COc1oc(C(=O)NC2CCCCC2)c(-c2ccc(Cl)cc2)c1S(=O)(=O)c1ccccc1	-1%	0%	2	-5.1	-6%	-4%	-3.9	4%
CCOc1cc(/C=N/NC(=O)COc2ccc(C)cc2)ccc1OC(=O)c1cccs1	17%	-3%	/	-1.4	-6%	-12%	-6.7	0%
CSc1cc(-c2ccc(Cl)cc2)c(C(=O)NC(C)C)s1	-19%	3µM*	?	-3.9	9%	-30%	2.8	-10%
CNC(=O)N(O)C1N(C)C(=O)N(CC(=O)OC)C1(C)C (stereo not given)	2%	-3%	/	-2.6	0%	-5%	-0.1	2%
COc1ccccc1OCC(=O)NCC1CCCN(Cc2cnn(C(C)C)c2)C1 (stereo not given)	0%	-11%	-4	-1.7	8%	-18%	-2.1	3%
OCCNCc1cccc(-c2ccccc2)c1O	-6%	-1%	0	0.4	2%	3%	0.9	8%
CCCC#Cc1ccc2c(c1)O[C@H](CN(C)C(=O)CC1CC1)[C@H](C)CN([C@@H](C)CO)S2(=O)=O	-23%	-12%	-5	-4.2	-15%	-8%	-0.5	1%
Cc1nc(Cl)sc1C(=O)Nc1ccccc1Cl	7%	-2%	-2	0.4	-7%	-1%	-0.4	7%
CCCC1=C(C(=O)OCC)C(c2ccccc2OCC)NC(=O)N1C (stereo not given)	-4%	-2%	/	-1.5	-1%	3%	1.1	-9%
c1ccc(CCCCN2CCN=C2Nc2ccccc2)cc1	2%	-8%	1	-2.3	3%	-4%	-1.0	2%
CCCOc1ccc(C2c3c(oc4cc(C)c(C)cc4c3=O)C(=O)N2CCCN(C)C)cc1 (stereo not given)	10%	-13%	4	-0.2	-26%	0%	-0.6	2%
Following part.
SMILES	EPAC1 agonist	PLK1 PBD block	PI5P4K alpha inh	IL2 activator	EPAC1 antag	WRN helicase inh	CCT chaperon mod	EPAC2 ag
CC(=O)Nc1ccc(S(=O)(=O)Nc2cc(S(=O)(=O)N3CCCCC3)ccc2O)cc1	7%	-10%	1	0.4	11%	4%	-2.5	6%
COc1cccc(CC(=O)Nc2nc(-c3cc(OC)ccc3OC)cs2)c1	6%	-3%	14	-0.5	17%	-4%	2.8	10%
Nc1nc(NC(=O)C(Cl)(Cl)Cl)nn1-c1ccccc1	9%	-8%	-4	-0.1	15%	2%	-3.2	0%
O=C(CNc1cccc(S(=O)(=O)N2CCCC2)c1)Nc1ccc(F)cc1F	9%	-4%	6	-3.3	-15%	0%	-0.3	5%
Cc1csc(NC(=O)c2ccc(-c3ccc(Cl)cc3Cl)o2)n1	-7%	-15%	2	-3.4	?	-4%	-0.7	5%
Cc1c(NCc2ccncc2)cccc1C(=O)O	-2%	-13%	2	3.7	16%	-28%	0.9	3%
CCOC(=O)CSc1nc2cc3c(cc2cc1C#N)OCO3	3%	-20%	-1	0.4	10%	0%	-2.8	3%
Cc1ccc(NC(=O)NC(=O)COC(=O)c2ccc(O)cc2O)c(C)c1	-16%	5%	-10	-0.9	7%	21%	-0.1	2%
COc1ccc(CCOC2OC(CO)C(OC(=O)/C=C/c3ccc(O)c(OC)c3)C(O[C@H]3O[C@@H](C)[C@H](O)[C@@H](O)[C@H]3O)C2O)cc1O (stereo not given in full)	4%	-10%	-15	-0.6	3%	4%	0.6	3%
CCCCNC(=S)NNC(=O)c1csc2ccccc12	4%	-26%	/	-0.3	-4%	-4%	-1.2	-4%
O=C(C1=C[C@@H](c2ccc(Br)cc2)C[C@@H](OCCCCO)O1)N1CCN(Cc2ccc3c(c2)OCO3)CC1	-14%	0%	0	-3.5	-7%	-9%	0.0	4%
O=C(NCc1ccc(OC(F)(F)F)cc1)C1CC(c2ccccc2[N+](=O)[O-])=NO1 (stereo not given)	-13%	-3%	-8	-0.1	-17%	-6%	-0.4	6%

Assay outcomes: PubChem, National Center for Advancing Translational Sciences (NCATS)
